# Source: PubChem BioAssay (several laboratories)
# M4 PAM: CHRM4 positive allosteric modulation; P08173; actives 0.4% (n = 360,000); activation, % at 3 µM; CHO-K1 hM4/Gqi5, Fluo-8 calcium fluorescence, ACh EC20; 0% = ACh EC20, 100% = maximal ACh;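 active = activation above its plate's cutoff, the mean activation of sample wells plus 3 SD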; note: some results filed as inactive read as strong as hits
# Target sequence (P08173 whole entry, looked up): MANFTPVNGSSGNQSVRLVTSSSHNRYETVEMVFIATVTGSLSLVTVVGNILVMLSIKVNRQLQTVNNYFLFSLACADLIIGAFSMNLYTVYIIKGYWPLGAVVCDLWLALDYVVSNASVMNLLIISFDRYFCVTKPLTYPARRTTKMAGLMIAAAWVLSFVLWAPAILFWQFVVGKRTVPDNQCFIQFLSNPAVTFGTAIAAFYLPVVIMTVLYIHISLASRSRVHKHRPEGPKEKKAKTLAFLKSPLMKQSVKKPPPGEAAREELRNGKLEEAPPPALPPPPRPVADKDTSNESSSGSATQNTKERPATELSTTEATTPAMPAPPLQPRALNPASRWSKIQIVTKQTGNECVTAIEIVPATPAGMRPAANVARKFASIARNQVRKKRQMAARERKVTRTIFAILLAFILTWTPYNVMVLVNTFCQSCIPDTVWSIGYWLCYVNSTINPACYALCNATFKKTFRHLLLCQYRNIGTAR
# CHRM5 antagonist: antagonists of human muscarinic M5 receptor (CHRM5). P08912. CHO-hM5 cells, Fluo-8 calcium fluorescence, ACh EC80. inhibition, % at 3 µM. actives 0.59% (n = 360,000). AID 624040;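 active = inhibition above a per-plate cutoff, the mean of that plate's test compounds plus 3 SD, cut at about 27% in these data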;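 note: 0% = acetylcholine EC80 with DMSO and 100% = DMSO without agonist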
# CRFR2-BP ag: agonists of human CRF-binding protein/CRF-R2 receptor complex | HEK293 CRF-R2/CRF-BP, calcium dye fluorescence (FLIPR); percent of saturating CRF peptide response | activation, % at 13.2 µM | actives 0.46% (n = 350,000) | AID 588473;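 active = activation of at least 50%, plus an integration ratio under a set limit after plate pattern correction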;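 note: plate controls were neutral control wells without compound for no effect and CRF at EC100 for full effect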
# M5 PAM: positive allosteric modulators of human muscarinic M5 receptor; P08912; CHO-K1 hM5, Fluo-8 calcium, ACh EC20 PAM; 0% = ACh EC20, 100% = ACh EC100; activation, % at 3 µM; actives 0.3% (n = 360,000); AID 624038;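 active = activation above the run cutoff, the mean activation of all test compounds plus 3 SD, cut at about 18% in these data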
#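 Probe or stimulus: acetylcholine, EC20 level; Assay system: human M5 receptor in CHO-K1 cells; Schedule: compound preincubation 140 s before EC20 acetylcholine addition; Technique: intracellular calcium via Fluo-8 fluorescence; Dosing: single-point, 3 µM nominal; Read-out basis: percent activation from peak-over-basal fluorescence ratio, scaled EC20-to-EC100 acetylcholine; Repeats: one well per compound, no replicates.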
# CHRM4 antagonist: blocks acetylcholine activation of human M4 receptor; P08173; CHO-hM4 cells, ACh EC80, Fluo-8 calcium fluorescence; inhibition, % at 3 µM; actives 0.73% (n = 360,000);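 active = inhibition above its plate's cutoff, the mean inhibition of sample wells plus 3 SD, cut at about 27% in these data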;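 note: 0% = acetylcholine EC80 with DMSO and 100% = DMSO without agonist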
# M4 ag: CHRM4 agonism in calcium assay; P08173; CHO-K1 hM4/Gqi5, Fluo-8 calcium fluorescence; vehicle 0%, full acetylcholine response 100%; activation, % at 3 µM; actives 0.14% (n = 360,000);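 active = activation above the run mean over all test wells plus 3 SD, cut at about 32% in these data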;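 note: peak over basal fluorescence ratio per well then scaled between controls; 0% = DMSO wells and 100% = acetylcholine at EC100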
# CHRM5 agonist: CHRM5 agonism in calcium assay; P08912; CHO-K1 hM5 cells, Fluo-8 calcium fluorescence; 0% DMSO wells, 100% maximal acetylcholine response; activation, % at 3 µM; actives 0.19% (n = 360,000); AID 624037;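 active = activation above the run's mean over test compounds plus 3 SD, cut at about 23% in these data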;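 note: signal is peak over basal fluorescence ratio across the kinetic read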
# CRFBP-R2 block: antagonists of CRF-binding protein/CRF-R2 receptor complex; AID 588475; actives 0.59% (n = 350,000); inhibition, % at 11.8 µM; HEK293 CRF-R2/CRF-BP, CRF-induced calcium fluorescence;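 active = inhibition of the ligand-induced calcium signal above about 50% at the single tested concentration, limit read from the data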
# CHRM1 PAM: human CHRM1 positive allosteric modulation | activation, % at 3 µM | actives 0.088% (n = 360,000) | CHO-K1 hM1, Fluo-8 calcium fluorescence, ACh EC20; 0% = ACh EC20, 100% = maximal ACh; in the data active = activation above about 19%, passing the limit was not always enough
# Target sequence (P11229 whole entry, looked up): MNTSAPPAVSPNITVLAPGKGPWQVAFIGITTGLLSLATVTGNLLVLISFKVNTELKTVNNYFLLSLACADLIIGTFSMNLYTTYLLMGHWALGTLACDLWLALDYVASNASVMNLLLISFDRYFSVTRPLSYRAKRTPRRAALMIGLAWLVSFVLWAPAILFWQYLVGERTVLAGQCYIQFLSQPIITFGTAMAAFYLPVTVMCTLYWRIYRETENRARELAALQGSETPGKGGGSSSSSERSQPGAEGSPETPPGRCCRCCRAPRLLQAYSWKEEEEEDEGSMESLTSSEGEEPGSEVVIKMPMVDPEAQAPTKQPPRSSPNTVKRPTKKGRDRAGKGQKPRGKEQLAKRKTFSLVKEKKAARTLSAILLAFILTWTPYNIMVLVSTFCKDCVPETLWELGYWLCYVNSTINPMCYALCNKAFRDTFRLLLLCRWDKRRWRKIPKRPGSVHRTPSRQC
# * marks the source's active call; other numbers are inactive results; / = no result given.
SMILES,M4 PAM,CHRM5 antagonist,CRFR2-BP ag,M5 PAM,CHRM4 antagonist,M4 ag,CHRM5 agonist,CRFBP-R2 block,CHRM1 PAM
COc1ccc(-c2cc3ccccc3oc2=O)cc1NC(=O)c1cccnc1,-5,9,2.0,-6,5,8,2,-45,-4
COC(CNC(=O)c1ccc(CS(=O)(=O)c2ccccc2)o1)OC,0,6,-0.2,-2,-16,0,-2,6,14
Cc1nn(-c2ccccc2)nc1C(=O)Nc1ccc2c(c1)OCCO2,6,3,2.5,-1,-14,1,-4,8,-5
Cc1ccc(C)c(S(=O)(=O)N2CCCOC2CNC(=O)C(=O)NC2CCCCC2)c1 (stereo not drawn),0,-4,-0.6,1,-1,1,-1,-8,6
COc1ccc(-n2c(Cc3cccn3C)nnc2SCC(=O)Nc2ccc(C(C)=O)cc2)cc1,1,-1,1.2,-2,-6,-2,3,-3,2
Nc1nc(COc2ccc(F)cc2Cl)nc(N2CCCCC2)n1,-6,-1,0.3,-1,-2,-1,-10,6,1
O=C(/C=C/c1cn(-c2ccccc2)nc1-c1cccnc1)c1ccco1,-6,-1,-0.8,2,-4,4,9,10,5
O=C(Nc1ccc(Cl)cc1)c1nc[nH]c1C(=O)NCc1ccccc1,7,-2,0.1,12,11,1,5,-1,9
CCOc1cc(NC(=S)Nc2cccc(OC)c2)c(OCC)cc1NC(=O)C(C)C,3,3,-0.4,-7,6,-1,2,25,2
Cc1ccc2n(n1)c(=O)c(Cc1ccccc1)c([O-])[n+]2-c1ccccc1,16,-3,2.6,-2,-7,1,0,2,7
Cc1ccc(N=C2C(=S)N(c3ccc(C)cc3)C(=N)N2/N=C/c2ccc(Cl)cc2)cc1,10,-1,3.5,13,-5,0,-3,-16,1
CC(=O)c1ccc(NC(=O)COC(=O)CC2CC3CCC2C3)cc1 (stereo not drawn),4,11,1.1,-19,1,10,-1,4,4
CCOC(=O)C1=C(C)N(C)C(=O)NC1c1cccc2ccccc12 (stereo not drawn),7,0,-0.7,2,-2,2,0,-11,14
COC(=O)CCc1c(C)nn(-c2ccccc2)c1C,10,3,2.7,-4,-9,1,-5,-2,1
O=C(COC(=O)/C=C/c1cccc(C(F)(F)F)c1)NC(=O)NCc1ccco1,10,11,-0.1,0,-9,3,-2,-12,15
O=C(CN1C(=O)c2ccccc2C1=O)Nc1ccc(S(=O)(=O)NCC2CCCO2)cc1 (stereo not drawn),-4,-6,0.7,-7,12,1,4,1,4
COc1ccc(CC(=O)Nc2cccc(-c3csc(C)n3)c2)cc1,6,-6,-5.2,-2,8,2,0,9,8
CCN1CCN(C(=S)Nc2ccccc2Cl)CC1,-3,-7,0.2,2,3,1,-2,13,4
CCCN1C(=S)SC(C)(C)C1/[N+]([O-])=C/c1ccc(S(=O)(=O)NC)cc1 (stereo not drawn),-7,11,0.7,-10,11,0,2,-4,5
Cc1c(NC(=O)CSCc2ccc(Br)cc2)c(=O)n(-c2ccccc2)n1C,9,6,-0.9,8,-2,2,-2,12,9
Cc1cc(C)cc(OCC(O)CN2C(=O)NC(C)(C)C2=O)c1 (stereo not drawn),5,-6,-1.9,-3,-9,2,3,8,9
O=C(NCCc1ccccc1)C1CCCN(C(=O)NC2CCCCC2)C1 (stereo not drawn),5,-1,-0.7,-4,-20,1,-2,4,0
CCOCCCNCC(=O)NCC1CCCCC1,3,-2,-1.5,3,-3,3,1,1,10
COC(=O)c1ccc(NC(=O)c2ccc3c(c2)OCO3)cc1,-3,-10,-1.1,1,-6,2,1,25,4
CCOC(=O)c1c(NC(=O)C2COc3ccccc3O2)sc(C(C)=O)c1C (stereo not drawn),1,-7,2.1,2,-8,2,2,8,17

# Brought forward from above: 4 entries, then new ones.
SMILES,M4 PAM,CHRM5 antagonist,CRFR2-BP ag,M5 PAM,CHRM4 antagonist,M4 ag,CHRM5 agonist,CRFBP-R2 block,CHRM1 PAM
O=C(NCCc1ccccc1)C1CCCN(C(=O)NC2CCCCC2)C1 (stereo not drawn),5,-1,-0.7,-4,-20,1,-2,4,0
CCOCCCNCC(=O)NCC1CCCCC1,3,-2,-1.5,3,-3,3,1,1,10
COC(=O)c1ccc(NC(=O)c2ccc3c(c2)OCO3)cc1,-3,-10,-1.1,1,-6,2,1,25,4
CCOC(=O)c1c(NC(=O)C2COc3ccccc3O2)sc(C(C)=O)c1C (stereo not drawn),1,-7,2.1,2,-8,2,2,8,17
CCN(C(=O)c1cc(Cl)ccc1Cl)C1CCS(=O)(=O)C1 (stereo not drawn),2,1,-0.7,4,-2,0,2,-1,-7
Cc1cc(N2CCC(C(=O)NC3CCCCC3)CC2)nc(-c2ccccc2)n1,10,-7,1.4,15,3,0,-3,-13,7
Cc1ccc(-c2nn(-c3ccccc3)cc2/C=N/NC(=O)CSc2nnc(C)n2-c2ccccc2)cc1,-10,5,2.2,-9,9,3,-3,7,7
O=C1CC(Cc2ccccc2)C(=O)N1Cc1ccco1 (stereo not drawn),1,-3,0.6,-1,3,2,2,-1,2
CCOC(=O)c1c(-c2ccccc2)csc1NC(=S)N(CC)CC,3,-10,1.9,6,0,0,0,-46,3
COc1ccc(S(=O)(=O)Nc2noc3ccccc23)cc1,-2,3,-3.0,-4,-7,0,-3,12,7
COc1cccc(CNc2nc3cc(-c4ccsc4)sc3c(=O)n2C)c1OC,-5,8,/,-3,7,13,0,/,-7
Cc1cccnc1NC(=O)c1ccc(S(=O)(=O)NCc2ccco2)cc1,0,-7,1.8,9,-11,2,-4,-6,8
FC(F)(F)c1ccc(-c2noc(CN3CCCN(C4CCCCC4)CC3)n2)cc1,-30,0,0.1,-5,-10,8,-14,-23,-14
CN(c1cccc(NC(=O)Cc2ccccc2)c1)S(C)(=O)=O,9,-11,1.2,5,-1,1,2,-3,0
Cc1ccc(C(=O)N/N=C/C=C/c2ccccc2)cc1,-5,-9,-0.6,1,9,1,-2,-21,10
O=C(CCN1CCOCC1)NNC(=O)Nc1cccc([N+](=O)[O-])c1,5,0,-0.4,-3,-18,1,-5,13,10
O=C(O)CC1(CC(=O)Nc2ccccc2N2CCOCC2)CCCC1,-3,24,-0.7,-10,7,-1,-6,-3,5
C#CCn1c(=NC(=O)CN2C(=O)CCC2=O)sc2cccc(C)c21,-4,3,0.5,-6,13,2,1,18,-4
O=C(NNc1nc2ccccc2nc1C(F)(F)F)c1ccccc1,2,-5,-1.3,0,-6,1,-7,-7,-3
Cc1cc(/C=C2\SC(=S)NC2=O)c(C)[nH]1,-2,14,17,-10,7,1,1,-12,-6
O=C(COC(=O)CCC(=O)c1cccs1)Nc1ccc(F)c(F)c1F,2,-1,-0.7,3,3,1,1,6,4
S=c1[nH]nc(-c2cccnc2)n1-c1ccccc1,-7,-6,-1.8,6,4,0,3,2,-4
CCCC1NC(=O)c2cc3ccccc3cc2-n2c1nc1ccc(F)cc1c2=O (stereo not drawn),-1,-2,5.4,-4,-7,2,0,-21,8
Oc1ccc(/C(Cc2ccccn2)=N\Nc2ccccc2)c(O)c1,-5,1,-0.6,1,-2,0,2,2,6
CCCOCCOC(=O)C1=C(C)NC(=O)NC1c1cc(Cl)c(O)c(OC)c1 (stereo not drawn),2,4,-0.5,-3,2,1,3,0,1
COc1ccccc1NC(=O)COC(=O)Cc1ccc(S(=O)(=O)N2CCCCC2)s1,-4,-9,0.9,-3,-3,4,0,-12,1
CC(OC(=O)Cc1coc2cc3c(cc12)CCC3)C(=O)NCc1ccc2c(c1)OCO2 (stereo not drawn),-4,5,0.0,-14,-6,9,2,-10,-9
COc1ccc(CCNC(=O)c2ccc3ccccc3n2)cc1OC,3,-9,-0.2,-6,-11,7,0,5,1
COC(=O)c1cc(Br)c(=O)n(-c2cccc(F)c2)c1,5,-1,-0.8,6,0,0,-8,-18,5
SMILES,M4 PAM,CHRM5 antagonist,CRFR2-BP ag,M5 PAM,CHRM4 antagonist,M4 ag,CHRM5 agonist,CRFBP-R2 block,CHRM1 PAM
CCOc1ccc(OCC(=O)N2CCN(S(=O)(=O)c3ccccc3)CC2)cc1,-7,-4,-0.2,3,-2,4,1,2,0
COc1cc(NC(=O)[C@@H](NC(=O)N2CCn3c2nc2ccccc23)C(C)C)cc(OC)c1,-1,-1,3.8,1,5,4,-4,-34,2
Cc1ccc(Cl)cc1N1CCN(C(=O)c2cc3c(=O)[nH]c4ccccc4c3n2C)CC1,-3,9,-0.3,-11,-10,9,1,-13,-3
Cc1onc(-c2ccccc2)c1C(=O)N1CCc2ccccc21,0,5,-0.5,-7,4,0,-1,10,8
COc1ccc(N2CCN(CCCNS(=O)(=O)c3ccc4c(c3)oc(=O)n4C)CC2)cc1,7,2,-2.5,-1,-6,0,-1,-18,6
COc1ccccc1CNC(=O)c1ccc(CS(=O)Cc2cccc(Cl)c2)o1 (stereo not drawn),-3,4,0.1,-6,-3,5,-5,0,2
Cc1ccc(CNc2cnn(C34CC5CC(CC(C5)C3)C4)c(=O)c2Cl)cc1,10,2,-0.8,3,1,-2,-1,10,3
COc1ccc(S(=O)(=O)NNC(=O)c2ccc(-n3c(C)ccc3C)cc2)cc1,-4,5,-0.2,5,3,0,0,2,7
CCOC(=O)CNC(=O)CSc1nc(-c2ccc(C)cc2)ns1,-10,6,1.0,-2,0,2,-15,1,-8
COc1ccccc1C(c1nnnn1C(C)(C)C)N1CCN(C(=O)c2ccco2)CC1 (stereo not drawn),9,5,-0.6,-5,-2,1,-2,0,1

# Reformatted field by field: entries from further up.
COc1cc(NC(=O)[C@@H](NC(=O)N2CCn3c2nc2ccccc23)C(C)C)cc(OC)c1
  M4 PAM: -1
  CHRM5 antagonist: -1
  CRFR2-BP ag: 3.8
  M5 PAM: 1
  CHRM4 antagonist: 5
  M4 ag: 4
  CHRM5 agonist: -4
  CRFBP-R2 block: -34
  CHRM1 PAM: 2

Cc1ccc(Cl)cc1N1CCN(C(=O)c2cc3c(=O)[nH]c4ccccc4c3n2C)CC1
  M4 PAM: -3
  CHRM5 antagonist: 9
  CRFR2-BP ag: -0.3
  M5 PAM: -11
  CHRM4 antagonist: -10
  M4 ag: 9
  CHRM5 agonist: 1
  CRFBP-R2 block: -13
  CHRM1 PAM: -3

# Entries of single compounds, looked up by structure. Order of screens: M4 PAM, CHRM5 antagonist, CRFR2-BP ag, M5 PAM, CHRM4 antagonist, M4 ag, CHRM5 agonist, CRFBP-R2 block, CHRM1 PAM
# `O=C(NNc1nc2ccccc2nc1C(F)(F)F)c1ccccc1` in the list: 2, -5, -1.3, 0, -6, 1, -7, -7, -3
# `CCOC(=O)c1c(-c2ccccc2)csc1NC(=S)N(CC)CC` in the list: 3, -10, 1.9, 6, 0, 0, 0, -46, 3
# `Cc1onc(-c2ccccc2)c1C(=O)N1CCc2ccccc21` in the list: 0, 5, -0.5, -7, 4, 0, -1, 10, 8
# `CCOCCCNCC(=O)NCC1CCCCC1` in the list: 3, -2, -1.5, 3, -3, 3, 1, 1, 10
# `COC(=O)c1cc(Br)c(=O)n(-c2cccc(F)c2)c1` in the list: 5, -1, -0.8, 6, 0, 0, -8, -18, 5

# Taken from above.
# `COc1cc(NC(=O)[C@@H](NC(=O)N2CCn3c2nc2ccccc23)C(C)C)cc(OC)c1` in CRFBP-R2 block shows -34
# `COc1ccccc1C(c1nnnn1C(C)(C)C)N1CCN(C(=O)c2ccco2)CC1` (stereo not drawn) in M4 PAM shows 9
